cytoskel mod: cytoskeleton assembly modification. actives 0.18% (n = 91,000). inhibition, % at 2 µM. HUVEC TNFa F-actin phalloidin imaging, high content. AID 836;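 active means inhibition above the batch mean plus 3 SD and confirmed as a hit by visual image inspection, cut at about 30% in these data, passing the limit was not always enough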; further: strong numbers were not always called active
Pyk2 oligo antag: blocks oligomerization of human Pyk2 in cells | Q14289 | Q293 cells, Pyk2 FERM NanoBiT luminescence; active compounds read low | z-score (the deposit names both 25 µM and 10 µM) | actives 0.83% (n = 99,000);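 active means Z-score of -3 or lower, scaled per plate to the spread of control and sample wells; inactive means z-score above -3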;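 further: negative z-score means lost luminescence so less FERM oligomerization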
Target sequence (Q14289 whole entry, looked up): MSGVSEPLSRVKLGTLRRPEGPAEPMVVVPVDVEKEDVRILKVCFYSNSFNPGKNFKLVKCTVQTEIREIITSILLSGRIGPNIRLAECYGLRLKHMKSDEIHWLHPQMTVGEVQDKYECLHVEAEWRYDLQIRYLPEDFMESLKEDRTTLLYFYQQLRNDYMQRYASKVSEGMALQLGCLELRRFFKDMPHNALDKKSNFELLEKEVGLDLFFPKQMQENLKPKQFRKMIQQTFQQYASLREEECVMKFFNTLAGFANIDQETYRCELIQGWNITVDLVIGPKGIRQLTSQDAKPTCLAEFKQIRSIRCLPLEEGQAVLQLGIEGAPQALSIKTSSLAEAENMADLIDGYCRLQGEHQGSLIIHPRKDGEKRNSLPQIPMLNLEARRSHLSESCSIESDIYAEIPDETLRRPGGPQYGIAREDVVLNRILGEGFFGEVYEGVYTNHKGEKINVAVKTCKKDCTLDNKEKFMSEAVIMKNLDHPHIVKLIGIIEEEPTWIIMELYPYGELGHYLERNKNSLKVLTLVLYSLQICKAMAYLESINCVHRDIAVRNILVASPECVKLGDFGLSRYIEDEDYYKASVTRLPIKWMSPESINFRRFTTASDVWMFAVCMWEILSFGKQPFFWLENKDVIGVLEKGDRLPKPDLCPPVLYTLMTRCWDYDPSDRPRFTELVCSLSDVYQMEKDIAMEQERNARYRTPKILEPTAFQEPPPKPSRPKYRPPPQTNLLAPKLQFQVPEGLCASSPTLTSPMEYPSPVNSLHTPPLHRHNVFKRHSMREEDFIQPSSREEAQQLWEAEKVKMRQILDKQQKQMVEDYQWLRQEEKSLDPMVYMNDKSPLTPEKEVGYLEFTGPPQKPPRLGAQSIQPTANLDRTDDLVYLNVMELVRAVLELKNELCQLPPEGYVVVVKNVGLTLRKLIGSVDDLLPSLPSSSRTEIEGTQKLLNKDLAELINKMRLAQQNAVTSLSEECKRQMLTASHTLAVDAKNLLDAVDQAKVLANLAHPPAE
HIV Rev-RRE inh: HIV Rev-RRE protein-RNA interaction inhibition. P05866. Rev peptide-RRE RNA binding, FRET. AID 704. actives 0.79% (n = 97,000). inhibition, % at 8 µM;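 active means inhibition above the screen-wide mean plus 3 SD, cut at about 35% in these data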;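 further: 0% = median DMSO wells and 100% = median Neomycin B control wells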
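Test system: Cy5-tagged RRE RNA duplex with fluorescein-tagged Rev peptide; Probe or stimulus: labelled Rev peptide; Schedule: 5 min preincubation and 15 min binding, 25 °C; Signal: FRET fluorescence readout; Evaluation: % inhibition from 671/540 nm acceptor-to-donor ratio, scaled between controls; Control set: DMSO and neomycin B.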
PLK1 kinase inh: inhibitors of human PLK1 kinase | actives 0.53% (n = 97,000) | recombinant PLK1 kinase, TR-FRET peptide phosphorylation | P53350 | inhibition, % at 10 µM;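 active means inhibition of 50% or more in the single-concentration screen; inactive means inhibition below 50%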;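 further: 0% = DMSO max control and 100% = H-89 dihydrochloride min control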
LYP inh 2: inhibitors of human LYP (PTPN22) phosphatase. Q9Y2R2. recombinant LYP catalytic domain, DiFMUP fluorescence. inhibition, % at 2 µM. actives 0.21% (n = 96,000). AID 640;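 active means inhibition at 2 µM at or above a set limit, the screen mean plus 3 SD, cut at about 24% in these data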;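 further: 0% = DMSO with enzyme and 100% = enzyme fully blocked by orthovanadate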
EphB4 ephrin blk: EphB4-ephrin-B2 interaction antagonism; P54760; EphB4 LBD / TNYL-RAW-Alexa532 peptide, fluorescence polarization; inhibition, % at 7 µM; actives 0.15% (n = 97,000);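 active means inhibition above the screen-wide mean inhibition plus 3 SD, cut at about 15% in these data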;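 further: 0% = DMSO wells and 100% = excess unlabeled TNYL-RAW peptide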
FAK inh: inhibitors of human focal adhesion kinase; Q05397; biochemical FAK kinase activity assay; inhibition, %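 (tested at 7 µM)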; actives 0.84% (n = 97,000); AID 727; in the data active means inhibition above about 19%;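 further: 0% = DMSO and 100% = reference compound high control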
PTPN22 act: LYP (human) phosphatase activation; activation, % at 2 µM; Q9Y2R2; AID 697; actives 0.11% (n = 96,000); recombinant LYP, DiFMUP fluorescence; 0 = plate median, 100 = signal doubled;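 active means activation at 2 µM above a set limit, the mean plus 5 SD, cut at about 37% in these data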
PLK1 PBD inh: blocks phosphopeptide binding to human Plk1 polo box domain; P53350; Plk1 PBD phosphopeptide binding, fluorescence polarization; inhibition, %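 (tested at about 20 µM)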; actives 0.13% (n = 97,000); AID 693; in the data active means inhibition above about 34%, passing the limit was not always enough
* hit, by the source's call; . = not tested or not shown.

Start of the data: the first 4 entries (preview)
SMILES	cytoskel mod	Pyk2 oligo antag	HIV Rev-RRE inh	PLK1 kinase inh	LYP inh 2	EphB4 ephrin blk	FAK inh	PTPN22 act	PLK1 PBD inh
CCn1c(CC(=O)Nc2ccccc2)nnc1SCC(=O)Nc1ccccc1C(=O)OC	12	0.86	13	10	0	3	1	2	-11
COc1ccc2occ(C(=O)c3ccc(N=C(C)N(C)C)cc3)c2c1	-5	0.94	4	9	-4	-4	4	7	8
Cc1ccc(S(=O)(=O)Oc2ccccc2/C=N/NC(=O)c2c(Cl)cnn2C)cc1	-5	-1.1	15	-10	-1	2	0	1	-5
O=C(NCCC1=CCCCC1)C1CC(=O)N(C2CCCCCC2)C1 (stereo not given)	.	0.31	3	-1	12	11	-1	-8	-5

The listing (from the top)
SMILES	cytoskel mod	Pyk2 oligo antag	HIV Rev-RRE inh	PLK1 kinase inh	LYP inh 2	EphB4 ephrin blk	FAK inh	PTPN22 act	PLK1 PBD inh
CCn1c(CC(=O)Nc2ccccc2)nnc1SCC(=O)Nc1ccccc1C(=O)OC	12	0.86	13	10	0	3	1	2	-11
COc1ccc2occ(C(=O)c3ccc(N=C(C)N(C)C)cc3)c2c1	-5	0.94	4	9	-4	-4	4	7	8
Cc1ccc(S(=O)(=O)Oc2ccccc2/C=N/NC(=O)c2c(Cl)cnn2C)cc1	-5	-1.1	15	-10	-1	2	0	1	-5
O=C(NCCC1=CCCCC1)C1CC(=O)N(C2CCCCCC2)C1 (stereo not given)	.	0.31	3	-1	12	11	-1	-8	-5
O=c1c2ccccc2c2ccccc2c(=O)n1CC1CCCO1 (stereo not given)	0	-0.84	2	4	6	-5	1	-6	-28
Cc1cc(=O)[nH]c(N2CCN(Cc3ccccc3)CC2)n1	-2	-0.4	4	-1	-8	-10	-3	10	-4
O=C1CC(SC(=Nc2ccccc2)Nc2ccccc2)C(=O)N1c1ccc(Cl)cc1 (stereo not given)	30	-1.5	2	-4	1	3	2	2	14
O=C(N1CCCCC1)N1CCN(C(c2ccccc2)c2ccccc2)CC1	-1	-1.2	7	-7	5	2	-2	-3	-18
Cc1nc(-c2cccc(-c3noc(C)n3)c2)no1	-14	1.1	12	-6	-2	5	5	0	-29
Cc1ccc(N2C(=O)CC(NCc3ccc4c(c3)OCO4)C2=O)cc1Cl (stereo not given)	0	0.05	7	-6	0	8	2	-1	0
Cc1nn(C(=O)Cn2ccc([N+](=O)[O-])n2)c(C)c1Br	1	0.07	9	-1	8	4	-7	-6	-19
CCCCc1ccc(C2C(C#N)=C(N)SC(N)=C2C#N)s1	4	.	66*	-15	0	-2	0	-2	-4
COc1ccc(NC(=O)CN2CCN(CC(=O)Nc3ccccc3F)CC2)cc1OC	-1	0.23	1	4	-20	-7	0	18	-7
CCc1ccc2nc3n[nH]c(N)c3cc2c1	-13	0.53	8	29	-10	2	40*	14	17
CCCCn1c(CNC(=O)CCC)nc2ccccc21	-4	.	4	-10	1	-7	-11	-3	-8
CC1CCCCN1C(=O)c1ccc(S(=O)(=O)N2CCCCC2C)cc1 (stereo not given)	4	-0.72	-2	-12	2	-8	0	-3	22
CCOn1c(SC(C)C)nc2ccccc2c1=O	-9	-1	14	4	-2	-2	0	5	9
CCN(CC)C(=O)C1CCCN(Cc2ccccc2)C1 (stereo not given)	-6	-0.05	6	-8	0	2	-1	1	-2
O=C(Nc1c(F)cc(F)cc1Br)C1CCCO1 (stereo not given)	-4	1.2	4	-4	3	3	-3	-5	-7
Cc1ccc2c(c1)c1c(n2CC(O)Cn2nc(C)c(Br)c2C)CCCC1 (stereo not given)	0	-0.54	0	-11	-1	1	-2	2	4

7 entries picked at random from those above:
SMILES	cytoskel mod	Pyk2 oligo antag	HIV Rev-RRE inh	PLK1 kinase inh	LYP inh 2	EphB4 ephrin blk	FAK inh	PTPN22 act	PLK1 PBD inh
CCn1c(CC(=O)Nc2ccccc2)nnc1SCC(=O)Nc1ccccc1C(=O)OC	12	0.86	13	10	0	3	1	2	-11
Cc1nc(-c2cccc(-c3noc(C)n3)c2)no1	-14	1.1	12	-6	-2	5	5	0	-29
COc1ccc(NC(=O)CN2CCN(CC(=O)Nc3ccccc3F)CC2)cc1OC	-1	0.23	1	4	-20	-7	0	18	-7
Cc1ccc(N2C(=O)CC(NCc3ccc4c(c3)OCO4)C2=O)cc1Cl (stereo not given)	0	0.05	7	-6	0	8	2	-1	0
O=C(NCCC1=CCCCC1)C1CC(=O)N(C2CCCCCC2)C1 (stereo not given)	.	0.31	3	-1	12	11	-1	-8	-5
Cc1nn(C(=O)Cn2ccc([N+](=O)[O-])n2)c(C)c1Br	1	0.07	9	-1	8	4	-7	-6	-19
CC1CCCCN1C(=O)c1ccc(S(=O)(=O)N2CCCCC2C)cc1 (stereo not given)	4	-0.72	-2	-12	2	-8	0	-3	22

(listing goes on)
SMILES	cytoskel mod	Pyk2 oligo antag	HIV Rev-RRE inh	PLK1 kinase inh	LYP inh 2	EphB4 ephrin blk	FAK inh	PTPN22 act	PLK1 PBD inh
O=C(c1ccccc1)c1ccc2nc[nH]c2c1	-18	-0.8	10	48	-28	-4	4	22	-25
CSc1nnc2c(n1)OC(C)N(C(=O)c1ccccc1)c1ccccc1-2 (stereo not given)	.	-0.04	-5	-13	1	-2	-3	-2	16
C=CCOC(=O)N1CCN(c2cccc(C(F)(F)F)c2)CC1	1	-0.48	14	-9	5	7	2	-5	7
CCCN1CCN(CCCNC(=O)Cn2ncc3c4ccccc4n(C)c3c2=O)CC1	1	.	-4	-5	-2	1	0	0	-13
O=S(=O)(N1CCCCC1)N1CCN(S(=O)(=O)N2CCCCC2)CC1	-12	1.1	6	-13	-8	-5	-3	6	7
NC(=O)c1c(NC(=O)COC(=O)CSc2nnc(-c3ccc(Cl)cc3)o2)sc2c1CCC2	36	2.6	16	-2	-1	1	4	0	-7
CCOC(=O)c1sc(=S)n(-c2ccc(Cl)cc2)c1C	-11	0.56	4	-14	-8	0	-2	9	5
O=C(NCCCN1CCN(c2ccccc2F)CC1)C1CCN(S(=O)(=O)N2CCOCC2)CC1	-12	0.94	8	-12	8	1	-3	-9	-17
CCOC(=O)Cc1csc(NC(=O)CN(C)S(=O)(=O)c2cccc3cccnc23)n1	-2	.	.	-6	-6	.	.	4	-7
CCCCCCCCCn1cc(C(C)=O)c(=O)[nH]c1=O	-32	0.97	0	-8	3	-8	-8	-1	34
c1ccc(OCc2nn3c(Cn4cnc5ccccc54)nnc3s2)cc1	0	1.6	-2	-16	6	-3	1	-3	-50
Cc1nc2ccc(C(C(F)(F)F)(C(F)(F)F)C(F)(F)F)cc2[nH]1	.	-1.9	28	-9	15	6	-4	-16	2
CCOC(=O)Cn1c(S(=O)(=O)Cc2cccc(F)c2)nc(-c2ccccc2)c1-c1ccccc1	-9	-1.4	8	3	4	-8	-1	3	9
COC(=O)c1oc2ccccc2c1-n1cccc1	-4	-1.8	0	-7	1	-9	0	-1	13
CCOC(=O)c1cnn(-c2cc(C)nc3c(-c4ccccc4)cnn23)c1N	-56	-0.06	-3	-5	-11	-1	0	9	13
Cc1ccccc1NC(=O)Nc1cc(S(N)(=O)=O)ccc1C	-1	-0.11	1	-8	-7	6	11	9	10
CCCC(=O)Nc1nc2nc(-c3ccccc3)cc(-c3ccccc3)n2n1	9	-2.4	7	-6	9	-3	2	-6	-13
Nc1nc2ccc(-c3nc4ccccc4o3)cc2s1	-16	0.56	-3	-10	0	-3	5	-1	17
Cc1ccc(S(=O)(=O)NCC(=O)N2CCOCC2)cc1	-19	.	11	-9	-21	1	1	20	-8
Cc1ccccc1C(=O)NC(NCC1CCCO1)C(Cl)(Cl)Cl (stereo not given)	7	-0.44	1	-12	12	-1	-8	-10	-12
Cc1csc(NC(=O)c2ccoc2C)n1	-21	0.31	7	-1	16	1	3	-13	11
CCOC(=O)C1CCN(c2c(NC3CCCCCCC3)c(=O)c2=O)CC1	7	.	6	-6	3	-1	-1	-6	-17
CC1(C)CC(=O)c2sc(NC(=O)c3cccs3)nc2C1	-7	0.22	7	-10	4	15	0	-4	10
COc1ccc(CN2CC(C(=O)NCCN3CCN(c4ccccc4F)CC3)CC2=O)cc1 (stereo not given)	1	-0.49	4	-34	2	1	0	0	23
O=C(NCc1ccco1)c1ccc(CS(=O)(=O)c2cccc(C(F)(F)F)c2)o1	46	0.54	3	-7	-2	-3	-1	0	15
O=C(CN(C(=O)CCC(=O)Nc1nccs1)c1ccc(F)cc1)NCC1CCCO1 (stereo not given)	13	0.66	0	-5	0	1	2	-3	-11
Cc1cc(NS(=O)(=O)c2ccc(-c3ccccc3)cc2)no1	-13	-0.43	1	-3	-1	-3	-1	0	-4
CC(C)P(=O)(Cc1cccc(C#N)c1)C(C)C	0	0.66	7	-3	-2	2	4	-1	-7
O=C(CSc1nc2scc(-c3ccco3)c2c(=O)n1-c1ccccc1)N1CCOCC1	-20	0.97	-3	-10	-3	-3	3	3	2
COc1ccc(-c2nnn(CC(=O)N(CC(=O)NC3CCCC3)c3cccc(C)c3)n2)cc1OC	-22	0.2	5	-3	-1	-4	3	-2	25
CCOc1ccc(N2C(=O)CC(NCCc3ccc(S(N)(=O)=O)cc3)C2=O)cc1 (stereo not given)	13	-0.73	7	28	-10	12	2	8	12
COc1ccccc1CC(=O)Nc1cc(Cl)ccc1O	-4	-1.9	5	-8	-1	-4	6	-1	-8
Cc1nn(C(=O)c2cc3sccc3[nH]2)c(C)c1C	10	-0.92	9	-14	4	3	7	-8	-29
CCOc1ccccc1Oc1c(C)oc2cc(OC(=O)c3ccco3)ccc2c1=O	-23	-1.1	5	-10	-4	-9	-2	10	0
CN(C)C(=O)Cn1cnc2c(cnn2-c2ccccc2Cl)c1=O	6	-0.54	11	-5	-5	5	-2	5	-24
CCCC(C)NS(=O)(=O)c1ccccc1 (stereo not given)	21	0.66	8	5	1	2	-3	-3	2
CS(=O)(=O)N(Cc1nc2sc3c(c2c(=O)[nH]1)CCCC3)C1CCCCC1	3	.	11	-13	-2	-1	-4	4	20
COc1ccc(S(=O)(=O)N2CCN(C(=O)c3c(-c4ccccc4)noc3C)CC2)cc1	-34	-0.86	5	-10	-2	-6	0	-1	-10
O=C(O)c1ccc(CSCc2ccco2)cc1	4	-0.71	6	-8	-7	-4	-1	2	1
O=C(C=C1CCN(c2ncc(C(F)(F)F)cc2Cl)CC1)NNC(=O)Nc1ccc(Cl)cc1	2	0.58	8	-8	5	0	2	-1	-5

Screening data: PubChem, several laboratories

Hits appear at their usual frequency; about 3.5% have a hit in one of these screens.
